# Compound activity deposited in PubChem BioAssay by several laboratories.
# NPY-Y2 PAM-ag: potentiates or activates human NPY-Y2 receptor; P49146; cells expressing NPY-Y2, potentiator/agonist read-out; activation, % at 3.6 µM; 220,000 compounds, 0.45% hits; AID 1359; in the data active = activation above about 27%;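 note: cells stimulated with NPY near EC25 plus isoproterenol at EC100; 0% = vehicle plus submaximal agonist and 100% = vehicle plus saturating agonist; some results beyond the cut were filed as inactive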
# Runt-CBFb FRET: blocks binding of human RUNX1 Runt domain to CBFb; Cerulean-Runt/Venus-CBFb FRET ratio 530/480, 1 h; inhibition, % at 20 µM; 220,000 compounds, 0.46% hits; AID 1496;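 active = inhibition over about 50% at 20 µM in the single-dose screen, limit read from the data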;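 note: 0% = DMSO wells and 100% = excess unlabeled CBFb competitor control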
#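 Measured by: fluorescence energy transfer, 422 nm excitation, 530/480 nm emission; test system: Cerulean-tagged RUNX1 Runt domain (FRET donor) fusion protein; buffer or medium: Tris pH 7.5 buffer with BSA; compound: one dose, 20 µM compound, 1% DMSO; times: two 1 h room-temperature incubations shielded from light; benchmarks: unlabeled CBFb 5 µM, positive control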
# p97 inhibitor: human p97 ATPase inhibition | P55072 | recombinant p97 ATPase, Kinase-Glo ATP luminescence, 3 h | inhibition, % at 8 µM | 220,000 compounds, 0.42% hits | AID 1481; in the data active = inhibition above about 15%;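 note: 0% = DMSO vehicle and 100% = wells lacking enzyme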
# MDM2 E3 inh: blocks human Mdm2 ubiquitin ligase activity. cell-based MDM2 ubiquitination luciferase reporter, 2 h; 0 = plate control, 100 = twice control, blank-subtracted. signal enhancement, % at 5 µM. 210,000 compounds, 0.11% hits. AID 1230;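 active = signal enhancement of 30% or more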;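 note: luminescence tracks abundance of the self-degrading MDM2-luciferase fusion protein; higher signal means inhibition of MDM2 E3 ligase activity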
# Target sequence (Q00987 whole entry, looked up, the tested form may be a part): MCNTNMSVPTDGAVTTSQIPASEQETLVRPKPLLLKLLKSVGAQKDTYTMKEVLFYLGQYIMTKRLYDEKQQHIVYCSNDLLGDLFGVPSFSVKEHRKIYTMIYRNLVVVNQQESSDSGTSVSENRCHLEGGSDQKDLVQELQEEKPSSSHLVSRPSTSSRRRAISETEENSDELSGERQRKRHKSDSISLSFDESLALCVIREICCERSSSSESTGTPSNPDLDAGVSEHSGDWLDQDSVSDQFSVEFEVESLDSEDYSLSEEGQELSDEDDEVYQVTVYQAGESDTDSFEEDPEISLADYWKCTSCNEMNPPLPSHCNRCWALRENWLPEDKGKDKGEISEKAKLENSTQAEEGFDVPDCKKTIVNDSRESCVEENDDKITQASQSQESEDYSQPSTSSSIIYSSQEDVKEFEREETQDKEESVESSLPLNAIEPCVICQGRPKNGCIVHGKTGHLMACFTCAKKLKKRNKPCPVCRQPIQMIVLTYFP
#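 Assay system: mammalian cells stably expressing self-ubiquitinating, self-degrading MDM2 E3–luciferase fusion. Quantity: 2000 cells in each well. Medium: DMEM culture medium. Compound dosing: single-point 5 µM. Timing: cell settling 4 h, compound treatment 2 h, both 37 °C. Technique: luciferase luminescence. Read-out basis: percent signal gain over controls, blank-subtracted. Benchmarks: plate controls and plate blanks.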
# RBBP9 inhibitor: blocks human serine hydrolase RBBP9; recombinant RBBP9, FP-Rh probe fluorescence polarization; inhibition, % at 7.94 µM; O75884; 220,000 compounds, 0.2% hits; AID 1515;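 active = inhibition above the campaign mean of all tested compounds plus 3 SD, cut at about 14% in these data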;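 note: plate controls were DMSO wells with RBBP9 for no effect and wells lacking RBBP9 protein for full effect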
# Target sequence (O75884 whole entry, looked up): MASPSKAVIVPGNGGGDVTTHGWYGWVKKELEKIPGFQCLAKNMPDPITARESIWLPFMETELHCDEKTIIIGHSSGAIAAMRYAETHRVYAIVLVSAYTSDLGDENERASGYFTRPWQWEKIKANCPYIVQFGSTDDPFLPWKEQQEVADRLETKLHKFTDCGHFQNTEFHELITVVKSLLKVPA
#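 Assay system: recombinant human RBBP9; Reagent: Serine-hydrolase probe FP-Rh, 375 nM pre-mixing; Doses: 7.94 µM single dose, 0.794% DMSO; Incubation: 30 min then 45 min, 25 °C; Detection: fluorescence polarization (mP), excitation 525 nm, emission 598 nm; Evaluation: percent inhibition from mP, scaled between DMSO and no-protein wells.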
# Hck Nef HTS: inhibitors of human Hck kinase activated by Nef; inhibition, % at 20 µM; 220,000 compounds, 0.68% hits; AID 463187; Recombinant Hck-YEEI plus Nef, Z-Lyte FRET kinase assay; P08631;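 active = Hck-Nef kinase inhibition above about 50%, limit read from the data; inactive = inhibition below that limit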;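 note: 0% = DMSO with Hck plus Nef and 100% = Hck alone without Nef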
# NPY1 pot ag: potentiators or agonists of human neuropeptide Y receptor Y1; 220,000 compounds, 0.37% hits; activation, % at 3.6 µM; NPY-Y1 expressing cells, potentiator/agonist activation; in the data active = activation above about 33%, passing the limit was not always enough;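 note: cells stimulated with NPY at EC10 then isoproterenol at EC100; 0% = low agonist plus stimulus and 100% = saturating agonist plus stimulus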
# Target sequence (P25929 whole entry, looked up): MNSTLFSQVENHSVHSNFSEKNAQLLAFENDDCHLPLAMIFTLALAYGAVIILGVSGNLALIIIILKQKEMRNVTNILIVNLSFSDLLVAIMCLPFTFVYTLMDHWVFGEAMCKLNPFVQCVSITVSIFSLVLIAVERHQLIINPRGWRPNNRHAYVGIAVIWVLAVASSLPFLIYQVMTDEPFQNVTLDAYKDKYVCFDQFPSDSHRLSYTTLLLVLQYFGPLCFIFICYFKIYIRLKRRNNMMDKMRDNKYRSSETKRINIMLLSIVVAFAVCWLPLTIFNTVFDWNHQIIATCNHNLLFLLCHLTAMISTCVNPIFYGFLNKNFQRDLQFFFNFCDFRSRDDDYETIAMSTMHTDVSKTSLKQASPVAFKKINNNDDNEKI
# NPY Y1 blocker: antagonists of human neuropeptide Y receptor Y1 | P25929 | HEK293-CNG Y1 cells, membrane potential fluorescence; NPY at EC95, then isoproterenol | inhibition, % at 3.6 µM | 200,000 compounds, 1% hits;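 active = inhibition above the campaign mean inhibition of all tested compounds plus 3 SD, cut at about 20% in these data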;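 note: 0% = DMSO wells given NPY plus isoproterenol and 100% = isoproterenol alone without NPY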
#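 Assay system: HEK293 cells with Y1 receptor plus CNG channel | Probe or stimulus: NPY (25 nM), isoproterenol (1 µM), Ro 20-1724 (25 µM) | Timing: Compound incubation 1 h at room temperature, readout 45 min post-stimulation | Measured by: Membrane-potential fluorescent dye readout | Benchmarks: High control isoproterenol alone, low control NPY with isoproterenol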
# Runt-SMMHC FRET: blocks binding of human RUNX1 Runt domain to CBFb-SMMHC | Cerulean-Runt/Venus-CBFb-SMMHC FRET ratio 530/480, 1 h | Q01196+Q13951 | 220,000 compounds, 0.74% hits | AID 1434 | inhibition, % at 20 µM;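 active = mean inhibition across duplicate retests at 20 µM reaching about 50%, limit read from the data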;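 note: 0% = DMSO wells and 100% = wells with excess untagged CBFb-SMMHC; inhibitors lower the FRET ratio by blocking Runt binding to CBFb-SMMHC; some results filed as inactive read as strong as hits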
# Active calls of the source: *; / = not tested or not shown.
canonical_smiles	NPY1 pot ag	NPY Y1 blocker	p97 inhibitor	RBBP9 inhibitor	NPY-Y2 PAM-ag	Hck Nef HTS	MDM2 E3 inh	Runt-CBFb FRET	Runt-SMMHC FRET
CCN(CC)S(=O)(=O)c1cccc(-c2nnc(SCc3nnc(-c4ccccc4)o3)n2C)c1	-3	10	-3	-12	7	-22	-13	-2	3
OCCNc1nc(OCC(F)(F)F)nc(N2CCN(C34CC5CC(CC(C5)C3)C4)CC2)n1	-8	8	2	-4	-1	-3	-15	0	5
O=S(=O)(NC1CCN(Cc2ccccc2)CC1)c1cccc(S(=O)(=O)N2CCOCC2)c1	-3	7	-2	-6	-11	-6	1	2	5
O=C(O)CNS(=O)(=O)c1ccc2[nH]c(=O)c(=O)[nH]c2c1	4	1	2	-1	-3	15	-18	0	-2
COc1cccc(-n2nc3c(=S)[nH]nc(C)c3c2C)c1	-4	1	0	0	-6	0	-45	0	0
Cc1nnc(N2CCN(c3ccccc3)CC2)c2nn(-c3ccccc3F)c(C)c12	-2	-1	-2	-8	-9	0	/	/	/
CC(C)CCSc1nnc(Cn2c(=O)sc3ccccc32)n1C	-8	4	2	1	-1	0	-6	-2	3
O=C(NC1CCCCCC1)C1CCN(S(=O)(=O)c2cnc[nH]2)CC1	17	-1	0	3	-3	0	/	0	4
O=S(=O)(c1cc(Cl)ccc1Cl)n1ccnc1	-2	-4	8	1	-9	18	-5	0	-1
CCOCCCNC(=O)CSc1nc2nc(C)c(Cc3ccccc3)c(C)n2n1	-9	12	-1	-1	-27	15	-6	2	-2
COc1cccc(N2C(=O)CC(NNc3nc4ccccc4s3)C2=O)c1 (configuration not stated)	27	/	-1	-9	1	0	-25	-1	1
CCN(CC)S(=O)(=O)c1ccc(OC)c(-n2cnnn2)c1	20	2	6	-8	12	18	3	-1	-5
CC1(Br)C2CCCC1C2S(=O)(=O)c1ccccc1 (configuration not stated)	1	2	3	-2	-5	1	-10	2	2
CC(C)C(NC(=O)C(Cc1ccccc1)NC(=O)OCc1ccccc1)C(=O)O (configuration not stated)	2	-1	-1	-1	-6	18	-20	1	1
COc1cccc(CCC(=O)O)c1OC	-10	10	8	-3	-21	2	-10	/	/
COc1ccc(NC(=O)Cn2nnc(C(=O)NCc3cccc(OC)c3)c2N)cc1	11	-7	4	-10	15	-1	-9	-2	-6
COc1ccc(C(=O)Oc2ccc(=O)n(-c3ccccc3)n2)cc1	10	0	-2	4	-14	-3	-11	0	-2
O=c1oc2ccccc2n1Cn1c(=O)oc2ccccc21	-6	-8	-1	-11	3	-2	0	0	-2
NC1=NC(c2ccccc2Cl)n2c(nc3ccccc32)N1 (configuration not stated)	18	-6	6	-4	7	2	-2	0	-1
O=c1c([N+](=O)[O-])cc(C(F)(F)F)cn1Cc1cccc(Cl)c1	14	1	-7	3	-5	0	-10	1	1
c1ccn2cc(CSC3=NCCS3)nc2c1	-7	10	-2	-8	-6	-2	-14	-2	-1
COc1ccc(OC)c(C2C(C#N)=C(N)Oc3c2c(C)nn3-c2cccc(Cl)c2)c1 (configuration not stated)	21	-4	11	-2	32	2	-6	-2	-8
Nc1nonc1-c1nc2ccccc2n1CC(=O)N/N=C\c1ccc(-c2ccc(Cl)cc2)o1	2	-4	4	1	4	7	-2	1	-2
CC(=O)Cc1ccccc1OC(=O)c1ccco1	-6	0	3	-6	6	9	-7	-1	-3
COc1ccccc1NC(=O)NCCN1CCNC1=O	-11	/	-6	4	6	4	-8	1	-1
Clc1ccccc1-c1nnc2n1-c1ccccc1SC2	-15	/	-6	-4	15	9	-16	1	-4
CC(=O)Nc1nnc(COc2ccccc2)s1	-8	1	2	-9	-2	17	8	-1	2
Cc1cccc(C(=O)NC(=S)NNC(=O)c2ccccc2Cl)c1	7	-3	2	-2	-7	8	13	11	6
CCCOc1ccc(C(=O)NCC(c2cccs2)N(C)C)cc1 (configuration not stated)	3	-4	-6	-10	1	-11	5	-3	1
CCN(CC)CCOC(=O)c1ccc(N/C=C(/C#N)c2nc(-c3ccc4c(c3)OCO4)cs2)cc1	36	/	3	-5	-4	-44	/	-1	-26
COc1cccc2c(=O)cc(C)n(CC(=O)Nc3cccc(C)c3)c12	-24	5	-1	4	-18	-4	0	-4	-3
O=C(c1ccc(F)cc1)C1CCN(C(=O)N2CCOCC2)CC1	8	3	4	-8	-16	4	-3	-1	2
COc1ccc(CNc2ccc3c(c2)CCC3)cc1OC	-1	5	-5	0	2	2	-17	4	-6
Cc1oc(-c2ccc(Cl)cc2)nc1CN1CCC(C(=O)NCCCN2CCOCC2)CC1	-38	23*	3	-6	3	2	-5	-3	-11
COc1cc(NS(=O)(=O)c2ccc(NC(=S)NC(=O)CC(C)C)cc2)nc(OC)n1	7	6	2	-5	-5	2	0	0	6
CCCOc1ccc(N2CC(C(=O)Nc3ccccn3)CC2=O)cc1 (configuration not stated)	2	6	-2	-4	1	1	3	-2	-8
CCN(CC)S(=O)(=O)c1ccc(N2CCCC2)c(C(=O)OCC(=O)N2CCCC2)c1	-5	9	4	1	2	24	-6	-2	3
CCOC(=O)c1sc(-c2ccc(C(F)(F)F)cc2)nc1O	-14	/	4	-10	-4	-49	8	-109	61
CCOC(=O)c1cn(-c2c(Cl)cccc2Cl)c2cc(Cl)c([N+](=O)[O-])cc2c1=O	-13	4	6	-4	5	6	6	-3	5
CCOC(=O)c1[nH]c2ccccc2c1NC(=O)NC(C)C	-21	/	2	-6	2	4	0	1	-2
COc1cccc(C2CC(c3cccs3)=NN2C(=O)CSc2nc3ccccc3o2)c1OC (configuration not stated)	6	6	1	-7	6	0	-12	-1	-1
Cc1ccccc1C(=O)Nc1nnc(-c2ccco2)o1	-12	0	-5	-11	-7	-7	-21	5	-4
Cc1ccc(-c2nc3ncccc3o2)cc1NC(=O)COc1ccccc1	-23	3	2	1	2	-2	-5	0	0
CCc1cc(C(=O)OC)c(NC(=O)CC2NCCNC2=O)s1 (configuration not stated)	-9	-3	4	-3	-7	10	-17	-1	0
CCS(=O)(=O)c1c(S(=O)(=O)CC)c2ccccn2c1C(N)=O	1	-3	4	1	7	-5	2	0	-2
COc1ccc2c(c1)C(=O)[C@@H](O)[C@H](c1ccc(OC)c(Br)c1)O2	-29	-1	1	-10	-6	-3	/	-3	-4
COC(=O)c1sccc1NC(=O)/C=C/c1c(Cl)cccc1Cl	-1	3	-1	-5	-5	5	-12	1	-3
O=S1(=O)CCN2C(=N1)SC1=C2CCN(Cc2ccccc2)C1	11	-4	7	9	-7	0	13	2	-2
CCN(Cc1ccccc1)C(=O)C1CCN(Cc2ccc(OC)c(OC)c2OC)CC1	9	2	-2	-2	-11	0	-1	2	-1
S=c1[nH]nc(-c2ccco2)n1/N=C/c1cccc(Cl)c1	-18	/	2	-11	-26	7	-7	12	7

# (more compounds)
canonical_smiles	NPY1 pot ag	NPY Y1 blocker	p97 inhibitor	RBBP9 inhibitor	NPY-Y2 PAM-ag	Hck Nef HTS	MDM2 E3 inh	Runt-CBFb FRET	Runt-SMMHC FRET
O=C(Cc1cccs1)Nc1cccc(-c2nnc(-c3ccco3)o2)c1	5	-2	2	-3	8	0	-11	0	-3
O=C(Nc1ccccc1)N1CCN(Cc2ccc3c(c2)OCO3)CC1	12	5	7	-5	-17	2	-13	2	2
CCOC(=O)c1ccc(NC(=O)CSc2nnnn2CCCO)cc1	-6	1	2	-5	7	2	-30	0	-5
CCOC(=O)C1CCCN(c2ncnc3c2oc2ccccc23)C1 (configuration not stated)	-38	13	-7	-9	-11	1	-21	1	2
COc1ccc(C)cc1NC(=O)NCc1ccccn1	8	4	2	2	-2	0	3	-1	1
O=S(=O)(Cc1cc(NCc2ccccc2)nc(-c2ccccn2)n1)c1ccccc1	-2	0	8	-7	9	16	-16	3	1
Cc1onc(-c2ccccc2Cl)c1C(=O)NCc1nc(-c2ccc(C(F)(F)F)cc2)no1	1	/	4	2	13	6	-28	0	-5
COc1ccc(CCNC(=O)c2csc3c2CCCC3)cc1OC	12	8	2	-11	-14	22	-2	-1	0
CCC(C)(C)n1nnnc1C(c1cc2cccc(C)c2[nH]c1=O)N1CCCC1 (configuration not stated)	-14	4	-1	-8	-7	2	4	-31	-82
O=S(=O)(N1CCCCC1)N1CCNCC1	5	0	2	-7	19	-1	-10	2	-2
Cn1cc(C(=O)c2ccc(Cl)cc2Cl)cc1C(=O)N/N=C(\N)COc1cccc(C(F)(F)F)c1	6	2	1	-3	0	3	1	3	0
CCCCOCC(O)Cn1c(C)nc2ccccc21 (configuration not stated)	-13	9	-1	0	-4	0	-7	-1	-2
COc1cc(OC)cc(C(=O)O/N=C(\N)c2ccccn2)c1	8	/	10	3	22	4	-19	1	-5
Cc1cccc(-c2cc3nc(C)cc(C)n3n2)c1	2	4	-6	-9	-23	19	-8	-2	-3
Fc1ccccc1Cc1noc(CN2CCN(Cc3ccc4c(c3)OCO4)CC2)n1	-11	3	-2	2	-23	4	-7	1	5
COc1cc(-c2nnc(Sc3ccc(C(F)(F)F)cc3[N+](=O)[O-])o2)cc(OC)c1OC	-15	2	-2	-3	-7	0	-16	-5	0
Cc1nc2c(-c3ccccc3)c(C)nn2c(C)c1CCC(=O)O	4	2	-5	-7	-1	21	-10	1	-2
O=C(NCCCN1CCCC1=O)c1cc(=O)c2ccccc2o1	-4	6	3	-4	-12	1	-6	2	1
COc1ccccc1NS(=O)(=O)c1cc(NC(=O)Nc2ccccc2)ccc1N1CCCCC1	58*	-9	3	-14	46*	0	-23	10	10
CCCCOc1ccccc1N	-7	5	-3	-2	-3	1	-13	4	-1
O/N=C1\CCCCc2ccccc21	-3	-5	6	-2	-2	2	-1	-3	-12
CC1(C)Cc2c(c(-c3ccccc3)nc3[nH][nH]c(=O)c23)CO1	7	3	4	-8	6	0	-17	1	10
